Screens deposited in PubChem BioAssay by NCI.
Growth percent in the NCI-60 one-dose screen (48 h, 10 µM unless noted): 100 = growth as untreated, 0 = no growth, -100 = all killed.
MDA-MB-435 – MDA-MB-435 melanoma. AID 1794794. 82,000 compounds, 7.8% hits
SK-MEL-5 – SK-MEL-5 melanoma; AID 1794755; 80,000 compounds, 6.4% hits
HS 578T – HS 578T breast cancer | AID 1794788 | 78,000 compounds, 4.1% hits
T-47D – T-47D breast cancer; 79,000 compounds, 5% hits
BT-549 – BT-549 breast cancer; 78,000 compounds, 4.4% hits
LOX IMVI – LOX IMVI melanoma | AID 1794757 | 79,000 compounds, 7.4% hits
SK-MEL-2 – SK-MEL-2 melanoma; 77,000 compounds, 4.7% hits
SK-MEL-28 – SK-MEL-28 melanoma; 81,000 compounds, 4.1% hits
Numbers without * were called inactive; x = not tested or not shown; & = joins results of further samples. Rule for the calls: active = growth percent below 10; inactive = the rest.

Values run as follows: HS 578T | T-47D | MDA-MB-435 | LOX IMVI | SK-MEL-5 | SK-MEL-2 | BT-549 | SK-MEL-28
CCCCc1nc2c(N)nc3ccccc3c2n1Cc1ccc(CN)cc1
→ 99 | 104 | 99 | 89 | 94 | 112 | 120 | 101
Brc1ccc2c(-c3cncn3CCc3ccccc3)c[nH]c2c1
→ 94 | 46 | 96 | 94 | 72 | 73 | 88 | 96
COc1ccc(Cn2cc(CNC(=O)c3cccnc3Nc3ccc(OC)cc3OC)nn2)cc1
→ 95 | 96 | 101 | x | 100 | 107 | x | 116
O=C1NC(=O)/C(=C/c2ccc(C3Oc4ccccc4C4CC(c5ccc(Cl)cc5)=NN43)cc2)S1 (centres undefined)
→ 89 | 103 | 102 | 69 | 91 | 92 | 97 | 103
Cc1ccc2nc(-c3ccc(C(=O)N/N=C/c4ccc(O)cc4)cc3)[nH]c2c1
→ 102 | 92 | 99 | 89 | 97 | 121 | 120 | 96
O=C1NCCCN1C1OC(CO)C(O)C1O (centres undefined)
→ 113 | 110 | 108 | 99 | 101 | 104 | 124 | 114
CCCCCC(=O)C(C)C1(C(=O)OC)NC(=S)NC(=O)C1C#N (centres undefined)
→ 106 | 112 | 110 | x | 104 | 116 | 110 | 110
N/C(=N\c1nc(-c2cccc([N+](=O)[O-])c2)cs1)NC(=O)Nc1ccc(Br)cc1
→ 79 | 50 | 93 | 83 | 88 | 87 | 93 | 91
COc1ccc(-c2nc(SCc3nc4ccccc4[nH]3)nc(N3CCOCC3)c2C#N)cc1
→ 66 | 16 | 80 | 79 | 87 | 74 | 51 | 77
Cc1ccc(C2=NN3C(C2)c2ccccc2OC3c2ccc(/C=C3\SC(=O)NC3=O)cc2)cc1 (centres undefined)
→ 105 | 81 | 109 | 69 | 99 | 100 | 97 | 113
COc1cc(Cn2cc(C(=O)Nc3cccnc3Nc3ccccc3)nn2)cc(OC)c1OC
→ 101 | 91 | 99 | 97 | 97 | 97 | 94 | 102
CC(=O)Oc1ccccc1C(=O)N(Cc1ccc2c(Cl)cc(Cl)c(O)c2n1)c1ccccc1
→ 76 | 41 | 54 | 39 | 41 | 67 | 77 | 58
COC(=O)[C@]1(C)CCC[C@]2(C)[C@H]3C[C@@H]4[C@H]5[C@@H]6CC/C(=N\OCC/C(N)=N/O)[C@H]5[C@@]3(CC[C@H]21)CC4(C(C)C)O6
→ 66 | 50 | 83 | 69 | 73 | 86 | 75 | 89
COc1ccccc1C(=O)NNC(=O)CSc1nc2ccccc2c(=O)[nH]1
→ 71 | 61 | 95 | 80 | 87 | 105 | 145 | 123
CCOC(=O)C1=C(C)N(c2ccc(C#N)cc2)C2(O)C=CC(O)=C(C#N)C12C#N (centres undefined)
→ 103 | 104 | 108 | 94 | 101 | 105 | 115 | 111
CC(C)[C@H]1CC[C@@](C)(C(=O)OCc2ccc3c(c2)OCO3)C1
→ 105 | 99 | 103 | 95 | 98 | 107 | 114 | 110
CCCCCCC1OCCN1CC (centres undefined)
→ x | 104 | 107 | 106 | 108 | 116 | 113 | 108
O=C(/C=C/c1ccccc1)CC(=O)c1ccccc1
→ x | 96 | 101 | 67 | 105 | 100 | 106 | 119
O=c1n(C2OC(CO)C(O)C2O)ccc2nccn12 (centres undefined)
→ 101 | 118 | 102 | 111 | 114 | 126 | 121 | 113
O=C1c2cccc(Oc3ccccc3)c2C(=O)c2cccc(Oc3ccccc3)c21
→ 78 | 86 | 102 | 91 | 99 | 99 | 110 | 105
O=C1SC2=Nc3c(sc4ccc(Cl)cc34)C(c3ccc4ccccc4c3)N2C1=O (centres undefined)
→ 99 | 75 | 97 | 98 | 94 | 86 | 120 | 113
Cc1c(N(C)C)c(=O)n(-c2ccccc2)n1C
→ 105&113 | 110&106 | 105&103 | 120&91 | 118&99 | 133&110 | 144&93 | 114&100
COC(=O)[C@]1(C)CCC[C@]2(C)[C@H]3C[C@H]4C(C(C)C)=C[C@]3(CC[C@H]21)[C@@H]1C(=O)N(N2CSCCSC2)C(=O)[C@@H]14
→ 60 | 69 | 87 | 95 | 97 | 86 | 98 | 95
Cc1nc(-c2ccccc2)ccc1-c1nnc(SCC(=O)O)o1
→ 101 | 110 | 100 | 96 | 100 | 108 | 123 | 107
COC(=O)c1cccc2c(C(=O)O)cc(-c3ccccc3)nc12
→ 105 | 112 | 108 | 96 | 108 | x | 113 | 107
CC(=O)OC1C(OC(C)=O)C2C(C)CC3OC(=O)C(C)C3CC2(C)C1OC(C)=O (centres undefined)
→ 105 | 95 | 107 | 101 | 99 | 97 | 113 | 111
CC1OC(n2cnc3c(=S)nc[nH]c32)C(O)C1O (centres undefined)
→ 107 | 98 | 116 | 101 | 107 | 102 | 101 | 112
CC(=O)Nc1cc2c3ccccc3n(C)c2cc1[N+](=O)[O-]
→ 95 | 106 | 107 | 102 | 97 | 108 | 109 | 112
O=c1cc(-c2ccccc2)oc2cc(OCc3cn(Cc4ccc([N+](=O)[O-])cc4)nn3)cc(OCc3cn(Cc4ccc([N+](=O)[O-])cc4)nn3)c12
→ 78 | 96 | 100 | 100 | 89 | 86 | 79 | 100
O=C(O)CCC(=O)c1ccc2ccccc2c1
→ 115 | 107 | 111 | 94 | 105 | 111 | 101 | 109
COc1ccc(-n2c(SCC(=O)NC(=O)Nc3ccccc3)nc3c(Br)cc(Br)cc3c2=O)cc1
→ 68 | x | 99 | 93 | 79 | 119 | 82 | 105
CCCCc1nc(Cl)c(C2CC(c3ccc(Cl)cc3)=NN2C=O)[nH]1 (centres undefined)
→ 98 | 86 | 88 | 96 | 89 | 97 | 92 | 102
CS(=O)(=O)Nc1ccc(CNC(=O)c2sccc2Nc2ccnc(C(F)(F)F)c2)cc1
→ 102 | 109 | 106 | 91 | 101 | 101 | 102 | 111
Nc1c(N[C@H]2C=C[C@@H](CO)C2)c(=O)c1=O
→ 129 | 105 | 114 | 96 | 104 | x | 115 | 128
CCOC(=O)c1sc2ncccc2c1-n1nnc(C#N)c1N
→ 124 | 100 | 104 | 99 | 108 | 101 | 106 | 107
N#CC1=C(N)CCNC1
→ 100 | 96 | 106 | 94 | 100 | 106 | 112 | 109
O=c1c(-c2ccccc2)c(O)n(-c2ccccc2)c(=S)n1-c1ccccc1
→ 118 | 113 | 127 | 108 | 104 | 92 | 103 | 106
O=c1ccccc(-c2ccc(-c3ccco3)cc2)c1O
→ 59 | 29 | 26 | 8.6* | x | 20 | 28 | 31
CCC1=C[C@@H]2CN(C1)Cc1c([nH]c3ccccc13)[C@@](C(=O)OC)(c1cc3c(cc1OC)N(C)[C@H]1[C@@](O)(C(=O)OC)[C@H](OC(C)=O)[C@]4(CC)[C@@H]5C[C@@H]5CN5CC[C@]31[C@@H]54)C2
→ -5.7* | 72 | -58* | 3.7* | -80* | 10 | 13 | 14
CCCN1C2CCC1/C(=C\c1ccc(F)cc1)C1=C2[C@@H](c2ccc(F)cc2)C(C#N)=C(N)O1 (some centres undefined)
→ 96 | 77 | 102 | 93 | 102 | 91 | 92 | 101

No new results follow: entries from further up.
Values run as follows: HS 578T | T-47D | MDA-MB-435 | LOX IMVI | SK-MEL-5 | SK-MEL-2 | BT-549 | SK-MEL-28
CCCCc1nc2c(N)nc3ccccc3c2n1Cc1ccc(CN)cc1
→ 99 | 104 | 99 | 89 | 94 | 112 | 120 | 101
Brc1ccc2c(-c3cncn3CCc3ccccc3)c[nH]c2c1
→ 94 | 46 | 96 | 94 | 72 | 73 | 88 | 96
COc1ccc(Cn2cc(CNC(=O)c3cccnc3Nc3ccc(OC)cc3OC)nn2)cc1
→ 95 | 96 | 101 | x | 100 | 107 | x | 116
O=C1NC(=O)/C(=C/c2ccc(C3Oc4ccccc4C4CC(c5ccc(Cl)cc5)=NN43)cc2)S1 (centres undefined)
→ 89 | 103 | 102 | 69 | 91 | 92 | 97 | 103
Cc1ccc2nc(-c3ccc(C(=O)N/N=C/c4ccc(O)cc4)cc3)[nH]c2c1
→ 102 | 92 | 99 | 89 | 97 | 121 | 120 | 96
O=C1NCCCN1C1OC(CO)C(O)C1O (centres undefined)
→ 113 | 110 | 108 | 99 | 101 | 104 | 124 | 114
CCCCCC(=O)C(C)C1(C(=O)OC)NC(=S)NC(=O)C1C#N (centres undefined)
→ 106 | 112 | 110 | x | 104 | 116 | 110 | 110
N/C(=N\c1nc(-c2cccc([N+](=O)[O-])c2)cs1)NC(=O)Nc1ccc(Br)cc1
→ 79 | 50 | 93 | 83 | 88 | 87 | 93 | 91
COc1ccc(-c2nc(SCc3nc4ccccc4[nH]3)nc(N3CCOCC3)c2C#N)cc1
→ 66 | 16 | 80 | 79 | 87 | 74 | 51 | 77

Next part.
Values run as follows: HS 578T | T-47D | MDA-MB-435 | LOX IMVI | SK-MEL-5 | SK-MEL-2 | BT-549 | SK-MEL-28
N#CC1C(=O)NC(=O)CC12CCCCC2 (centres undefined)
→ 110&129 | 94 | 106&110 | 99&105 | 114&111 | 91&128 | 98&108 | 108&118
CCCCC/C(=C\c1ccccc1)C1OC(C)CC(C)O1 (centres undefined)
→ 108 | 116 | 105 | 98 | 92 | 92 | 104 | 103
Nc1nc(Nc2ccc(Br)cc2)nn1Cc1cccc(Br)c1
→ 79 | 80 | 93 | 91 | 92 | 102 | 108 | 107
COc1ccc(C2=NN(C(C)=O)C(c3ccc(N4CCOCC4)cc3)C2)cc1OC (centres undefined)
→ 104 | 87 | x | 96 | 100 | 103 | 102 | 105
[O-]/[N+](=C\c1ccccc1)c1ccccc1
→ 114 | 90 | 106 | 96 | 102 | 102 | 104 | 115
COc1ccc(-c2nnc(COc3ccc(NC(=O)Nc4cc(C(F)(F)F)cc(C(F)(F)F)c4)cc3F)o2)cc1
→ 17 | 20 | 7.3* | -15* | -21* | -33* | 15 | 17
O=C1N=C(c2ccccc2)S/C1=C\c1ccc2c(c1)OCO2
→ 94 | 95 | 104 | 103 | 96 | 110 | 109 | 106
O=C(NCSC1=NCCS1)NCSC1=NCCS1
→ 88 | 86 | 101 | 102 | 99 | 75 | 105 | 103
CCCSC1=NC2C(N(CC)C(=O)N2CC)N1/N=C/C=C/c1ccccc1 (centres undefined)
→ 103 | 83 | 96 | 96 | 96 | 106 | 109 | 108
CCN1/C(=C/C=C/C=C/c2sc3ccccc3[n+]2CC)Sc2ccccc21
→ 26 | -32* | -77* | -58* | -95* | -59* | -42* | -57*
N#CCCc1ccc(O)cc1
→ 102 | 101 | 100 | 107 | 105 | 104 | 114 | 105
CCOc1c(C=O)cccc1OC
→ 93 | 103 | 103 | 106 | 100 | 117 | 100 | 106
C/C(=N\N=C\c1ccc(Cl)cc1)c1nnn(-c2ccc([N+](=O)[O-])cc2)c1C
→ 103 | 95 | 96 | 106 | 99 | 103 | 130 | 109
CCCCC(O)(CC(=O)O)c1ccccc1 (centres undefined)
→ 112 | 96 | 105 | 98 | 100 | 108 | 106 | 113
CC(=O)O[C@H]1CC[C@@]2(C)C(=CC[C@@H]3[C@@H]2CC[C@]2(C)c4nc5ccccc5nc4C(=O)C[C@@H]32)C1
→ 85 | 79 | 49 | 68 | 82 | 99 | 87 | 81
Cc1cnc2[nH]cc(-c3csc(-c4c[nH]c5ncccc45)n3)c2c1
→ x | 87 | 41 | 86 | 77 | 91 | 86 | 113
Clc1ccc(-c2onc3ccc(C4Oc5ccccc5C5CC(c6ccccc6)=NN54)cc23)cc1 (centres undefined)
→ 101 | 109 | 106 | 103 | 98 | x | 108 | 109
CNC(=O)c1cc(Oc2cccc3nc(N4CCCC4)ccc23)ccn1
→ 96 | 89 | 102 | 102 | 99 | 96 | x | 118
CC1(C)CN=C(c2ccccc2)NC1
→ 110 | 105 | 101 | 92 | 105 | 102 | 101 | 109
C=C(C)[C@@H]1CC[C@]2(C(=O)O)CC[C@]3(C)[C@H](CC[C@@H]4[C@@]5(C)CCC(=O)NC(C)(C)[C@@H]5CC[C@]43C)[C@@H]12
→ 105 | 112 | 97 | 112 | 99 | 107 | 97 | 103
O=C(N=Nc1c(O)[nH]c2ccccc12)c1oc2ccccc2c1CN1CCN(c2ccccc2)CC1
→ 27 | -18* | 26 | 2.7* | x | 73 | 11 | -32*
S=C(c1cccs1)N1CCN(c2ccccc2)CC1
→ 114 | 87 | 105 | 112 | 104 | 105 | 96 | 101
COc1ccc(OC)c(-n2cc(C#N)c(N)c2C(=O)c2ccc(Br)cc2)c1
→ 103 | 67 | 94 | 92 | 100 | 97 | 129 | 105
CCOC(=O)/C=C/c1sc(-c2ccc(C)cc2)cc1N
→ 80 | 77 | 11 | 88 | 96 | 97 | 92 | 84
CC(CCCCCCCCC(=O)CCCCCCCCCC(O)COC1OC(CO)C(O)C(O)C1O)/C(O)=C1\C(=O)NC(Cc2ccc(O)cc2)C1=O (centres undefined)
→ 112 | 84 | 100 | 103 | 100 | 103 | 107 | 111
Oc1ccc(Cl)cc1CN1CCOCC1
→ 104 | 90 | 112 | 97 | 103 | 116 | 110 | 117
COC(=O)[C@H](Cc1ccc(O)cc1)NC(=O)C1(C)CCC[C@]2(C)[C@H]3C[C@H]4C(C(C)C)=C[C@]3(CC[C@@H]12)[C@@H]1C(=O)CCC(=O)[C@@H]14 (some centres undefined)
→ 96 | 97 | 103 | 103 | 92 | 110 | 100 | 97
Clc1cc(Cl)c2c(c1)C=C1CSCC3=Cc4cc(Cl)cc(Cl)c4OC13O2
→ 95 | 95 | 98 | 96 | 101 | 110 | 105 | 104
C=C(C)[C@@H]1CC[C@]2(C(=O)NCCCN(CCCN)CCCN)CC[C@]3(C)[C@H](CC[C@@H]4[C@@]5(C)CCC(=O)C(C)(C)[C@@H]5CC[C@]43C)[C@@H]12
→ 109 | 96 | 99 | 103 | 99 | 102 | 115 | 101
